Screening data (PubChem)
NPC1 promoter act: activates the NPC1 promoter; 320,000 tested, 2.4% active; Huh7 NPC1 promoter luciferase reporter, 24 h; Potency, µM (series often up to 9.22 µM), without a hit: at the top dose activation, hits mostly activators; AID 485313;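 further: % of control where 0% means no effect; nearly all actives have a fitted effect of over 60% in size; reporter is driven by a mutant NPC1 promoter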
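Cells: Huh7 expressing luciferase under the NPC1 promoter, 1500/well. Seeded 2 h, compound added, incubated 24 h at 37 °C. Luciferase reagent, 10 min ambient, then luminescence.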
uPA surface inh: inhibitors of cell surface uPA generation. cell surface uPA generation assay, qHTS. 330,000 tested, 0.31% active. Potency, µM (doses to about 38.3 µM), without a hit: top-dose activity change, negative = inhibition, usual class: inhibitors. AID 540303; active means well fitted inhibition curve with a large enough effect; inconclusive means small, poorly fitted or top-dose-only effect; inactive means no such curve, though single readings can be large or run the other way; tested in mouse RAW 264.7 cells; further: on the % scale 0 is the no-effect control and ±100 the full control effect; nearly all actives have a fitted effect of over 55% in size
p53 reactivator: re-activators of mutant p53; Potency, µM (top dose mostly 92.2 µM), for inactives: at the highest dose activity change, positive = activation, actives largely listed as activators; H1299 p53-A138V BP100-luciferase reporter, luminescence, 24 h; 320,000 tested, 0.063% active; further: % of control where 0% means no effect; nearly all actives have a fitted effect of over 45% in size
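p53-null H1299 cells stably carrying temperature-sensitive p53-A138V and a BP100-luciferase reporter were pinned with compounds (4-point, 1:5 series) and held 24 hrs at 37 deg C. Luminescence was read 10 min after detection reagent.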
Gal4-VP16 FLuc: inhibits Gal4-VP16 luciferase reporter, ROR gamma counter-screen; Drosophila S2 Gal4-VP16 UAS-luciferase, luminescence, 20 h; Potency, µM (series often up to 53.6 µM), without a hit: top-dose activity, negative = inhibition, actives largely listed as inhibitors; 310,000 tested, 3.5% active; AID 2546;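 further: Gal4-VP16 expression switched on by copper sulfate through the metallothionein promoter; on the % scale 0 is the no-effect control and ±100 the full control effect; nearly all actives have a fitted effect of over 50% in size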
MBNL1 CUG block: MBNL1-poly(CUG) RNA binding inhibition; Q9NR56; TR-FRET MBNL1-His/biotin-(CUG)12 binding, 665/545 ratio; Potency, µM (doses to about 57.5 µM), for the others: top-dose activity change, negative = inhibition, usual class: inhibitors; 280,000 tested, 0.036% active; active means well fitted inhibition curve with a large enough effect in the signal ratio, with a control signal flat, not every such curve was filed as active; inconclusive means small, poorly fitted or top-dose-only effect, or effect the other way, or a change in a side signal; inactive means no such curve, though single readings can be large or run the other way; the % refers to the signal ratio; further: on the % scale 0 is the no-effect control and ±100 the full control effect
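MBNL1-His + Biotin-(CUG)12, cpd titration 92 nM–58 uM; Tb anti-His Ab 0.055 ng/ul, SA-XL665 5 nM (final); 60 min RT; ratiometric 665/545 nm, Ex 340 nm; normalized to buffer and full-complex controls.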
MLL CXXC-DNA inh: MLL CXXC-DNA interaction inhibition | AID 2662 | MLL-CXXC / FITC-HOXA9 DNA fluorescence polarization | Q03164 | Potency, µM (doses to about 115 µM), without a hit: at the top dose activity change, negative = inhibition, hits mostly inhibitors | 290,000 tested, 0.037% active; active means well fitted inhibition curve with a large enough effect in the polarisation, with a control signal flat, not every such curve was filed as active; inconclusive means small, poorly fitted or top-dose-only effect, or effect the other way, or a change in a side signal; inactive means no such curve, though single readings can be large or run the other way; the % refers to the polarisation
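Purified MLL-CXXC (added from a 7 uM solution) was preincubated 5 min at ambient with pinned compounds in 50 mM Tris-HCl pH 7.5, 50 mM NaCl, 1 mM DTT, 0.05% BSA. Fluorescein-labeled HOX-A9 DNA (50 nM solution) followed, 30 min, then polarization read.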
ELG1 genotox: inducers of genotoxicity in HEK293T ELG1-luciferase cells; HEK293T ELG1-luciferase reporter, luminescence, 16 h; Potency, µM (titrated, usually from 46 µM), for inactives: at the top dose activity change, positive = activation, hits mostly activators; 330,000 tested, 1.3% active; further: % of control where 0% means no effect; nearly all actives have a fitted effect of over 60% in size
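Cells (2,000/well) expressing the ELG1-luciferase fusion are dosed by pin tool and kept 16 hr at 37 °C, 5% CO2. Signal comes from ONE-Glo luciferase reagent after 30 min at room temperature.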
FLuc modulator: firefly luciferase modulation, counter-screen for miR-21 project | purified FLuc, Km substrates, luminescence inhibition | Potency, µM (top dose mostly 57.5 µM), for inactives: top-dose activity change, negative = inhibition, actives largely listed as inhibitors | 360,000 tested, 6.9% active | P08659;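 further: plate controls were vehicle for no effect and reference inhibitor for full effect; nearly all actives have a fitted effect of over 55% in size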
Target sequence (P08659 whole entry, looked up): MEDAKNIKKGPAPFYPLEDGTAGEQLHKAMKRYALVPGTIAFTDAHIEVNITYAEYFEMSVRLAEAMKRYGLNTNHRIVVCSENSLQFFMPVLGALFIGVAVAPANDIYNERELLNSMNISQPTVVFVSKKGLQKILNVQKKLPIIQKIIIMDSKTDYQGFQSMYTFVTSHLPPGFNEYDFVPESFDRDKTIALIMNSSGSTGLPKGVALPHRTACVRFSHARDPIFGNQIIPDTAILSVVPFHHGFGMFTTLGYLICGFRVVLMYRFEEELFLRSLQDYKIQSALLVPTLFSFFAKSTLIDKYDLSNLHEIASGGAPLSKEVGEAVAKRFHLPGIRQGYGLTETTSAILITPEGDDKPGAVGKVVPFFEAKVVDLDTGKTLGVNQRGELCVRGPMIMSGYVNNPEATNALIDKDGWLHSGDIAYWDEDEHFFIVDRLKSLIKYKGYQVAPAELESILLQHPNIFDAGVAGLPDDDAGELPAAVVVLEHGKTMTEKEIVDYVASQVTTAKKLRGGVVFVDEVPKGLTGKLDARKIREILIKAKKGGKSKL
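Purified P. pyralis luciferase (10nM final) with 10uM D-luciferin and 10uM ATP (Km levels) in 50mM Tris acetate pH 7.5, 10mM Mg acetate, 0.01% Tween-20, 0.05% BSA; qHTS 6-point titration, ~60 µM downward; luminescence read.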
Rab9 prom act: activates the Rab9 promoter | Huh7 Rab9 promoter-luciferase reporter, luminescence, 24 h | Potency, µM (doses to about 9.22 µM), without a hit: at the highest dose activation, negative = inhibition, usual class: activators | 320,000 tested, 2.8% active; further: % of control where 0% means no effect; nearly all actives have a fitted effect of over 60% in size
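Quantitative HTS format; Huh7 Rab9-luciferase reporter cells (1500/well) receive compound 2 h post-plating, incubate 24 h at 37 °C, then get luciferase reagent for 10 min before luminescence reading.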
BRCA1 expr up: activators of BRCA1 expression; MCF7-BRCA1-FFLuc reporter, luminescence, 48 h; response scale: scaled: vehicle 0%, 10 µM genistein 100%; Potency, µM (highest dose often 46.1 µM), for the others: at the top dose activation, hits mostly activators; 380,000 tested, 1.1% active; further: nearly all actives have a fitted effect of over 80% in size; some results filed as inactive show a strong effect at the top dose
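Compounds are tested at multiple concentrations on MCF7 BRCA1-luciferase reporter cells seeded at 2000 per well; after 48 h, a single luminescence end-point is taken and curves fitted to the normalized data.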
RORg inh: blocks mouse ROR gamma transcriptional activity; Potency, µM (series often up to 53.6 µM), without a hit: at the highest dose activity change, negative = inhibition, most hits filed as inhibitors; 310,000 tested, 5.4% active; Drosophila S2 Gal4-RORgamma UAS-luciferase reporter, 20 h; further: on the % scale 0 is the no-effect control and ±100 the full control effect; nearly all actives have a fitted effect of over 60% in size
Target sequence (P51450 whole entry, looked up, the tested form may be a part): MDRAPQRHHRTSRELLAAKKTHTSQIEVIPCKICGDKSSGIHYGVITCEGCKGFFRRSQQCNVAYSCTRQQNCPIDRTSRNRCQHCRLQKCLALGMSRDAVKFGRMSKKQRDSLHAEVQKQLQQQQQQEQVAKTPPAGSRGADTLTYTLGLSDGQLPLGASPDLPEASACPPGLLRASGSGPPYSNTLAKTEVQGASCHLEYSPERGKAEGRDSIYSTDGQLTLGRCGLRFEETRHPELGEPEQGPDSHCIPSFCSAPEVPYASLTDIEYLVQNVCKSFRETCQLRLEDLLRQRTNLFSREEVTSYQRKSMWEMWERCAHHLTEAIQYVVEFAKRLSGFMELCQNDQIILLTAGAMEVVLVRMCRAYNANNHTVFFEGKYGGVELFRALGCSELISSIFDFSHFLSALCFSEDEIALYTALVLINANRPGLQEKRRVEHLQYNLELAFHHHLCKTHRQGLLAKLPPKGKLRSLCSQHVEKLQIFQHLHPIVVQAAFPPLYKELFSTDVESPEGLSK
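Drosophila Schneider cells stably carrying a metallothionein-driven Gal4 DBD–ROR gamma fusion and a UAS-Photinus luciferase reporter were exposed to compound for 1 hr, then induced with copper sulfate (700 uM final) for 20 hr at ambient temperature before luminescence reading.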
An asterisk follows results filed as active; ? = inconclusive; . = not tested or not shown; [ ] = dose if it differs, or a comment. Unless noted, the call rests on the fitted dose curve; in most records, active means well fitted curve in the direction sought with a large enough effect; inconclusive means small, poorly fitted or top-dose-only effect, or another doubt; inactive means no such curve, though single readings can be large; an effect the other way counts as inactive or inconclusive. Potency means the concentration at half of the fitted maximal effect.

SMILES,uPA surface inh,MBNL1 CUG block,RORg inh,Rab9 prom act,NPC1 promoter act,BRCA1 expr up,FLuc modulator,ELG1 genotox,Gal4-VP16 FLuc,p53 reactivator,MLL CXXC-DNA inh
Cc1nccn1CCCNC(=O)CC1C(=O)NCCN1Cc1ccc(Cl)c(F)c1 (stereo not given),-3%,5%,27%,-5%,-4%,15%,0%,0%,5%,-4%,3%
N#CC1=C(N)C2=CCCC[C@H]2[C@H](c2cccc(F)c2)C1(C#N)C#N,-9%,8%,?,-3%,-5%,-27%,3%,-2%,?,-1%,12%
COc1ccccc1NC(=O)CNC(c1ccccc1)c1ccccc1,0%,-6%,-30%,-7%,-4%,-39%,-2%,-9%,5%,-2%,9%
CN(CCC#N)C(=O)COc1ccc(Br)cc1Cl,1%,-9%,6%,2%,0%,13%,2%,0%,3%,12%,-14%
CN(c1ccccc1)S(=O)(=O)c1cccc(NC(=O)CSc2nncs2)c1,-9%,.,37%,-9%,-11%,-41%,?,1%,22µM*,14%,3%
Cc1nc(CCNC(=O)C2CCC(=O)N(CCc3cccc(F)c3)C2)sc1C (stereo not given),-5%,3%,-14%,-4%,-6%,-12%,-2%,9%,-12%,1%,45%[activator]
COc1ccc(CNC(=S)N2CCN(S(=O)(=O)c3cccc(F)c3)CC2)cc1,4%,-1%,16%,-3%,-2%,-7%,0%,5%,0%,-1%,0%
O=C(Nc1cccc([N+](=O)[O-])c1)C1C2CC/C=C\CCC21 (stereo not given),0%,.,17%,10%,0%,-5%,0%,-2%,-2%,-1%,1%
COCc1ccc(C(=O)N(C)CC2CCCN(CCc3ccccc3F)C2)o1 (stereo not given),-2%,0%,-30%,-7%,-1%,-1%,1%,-1%,2%,3%,10%
O=c1c2ccccc2oc2nc(-c3ccco3)n(CCc3ccccc3)c(=O)c12,.,4%,-5%,13%,7%,.,5%,1%,-2%,3%,-5%
CS(=O)(=O)N(CC(=O)Nc1ccc(Br)cc1F)C1CCCCC1,-2%,1%,-27%,0%,-4%,-20%,-1%,-1%,2%,-25%,-5%
CCOC(=O)N1CCC(NC(=O)CS(=O)(=O)Cc2nc(-c3ccc(C)cc3)oc2C)CC1,5%,18%,-1%,-1%,1%,-3%,-1%,-8%,-1%,-2%,-5%
C[C@H](NC(=O)CCCOc1ccc(Cl)cc1Cl)c1nnc2ccccn12,-1%,-9%,-3%,-2%,-3%,-2%,1%,1%,18%,-2%,2%
COc1ccc(CNC(=O)CSc2nnc3nc(C)cc(C)n23)cc1OC,3%,3%,3%,3%,-3%,8%,-3%,2%,-6%,8%,-4%
O=C(NCCCn1ccnc1)c1ccc(Br)s1,2%,-3%,2%,13%,1%,-1%,-2%,3%,-9%,16%,8%
CNS(=O)(=O)c1ccc(NC(=S)Nc2ccc3c(c2)OCO3)cc1,3%,4%,?,2%,6%,70%,-11%,5%,-10%,10%,-3%
CCc1nc2n[nH]c(N)c2c2c1CCCC2,-6%,-3%,8%,0%,0%,0%,13%,0%,3%,5%,-5%
Cc1ccc(C(=O)NN2C(=O)C3C4c5ccccc5C(c5ccccc54)C3C2=O)cc1 (stereo not given),-8%,-7%,-17%,6%,-4%,-5%,-1%,-1%,2%,8%,-2%
N#CCCN(C(=O)COc1ccc(Cl)cc1Cl)c1ccccc1,-6%,2%,7%,1%,0%,-17%,1%,2%,3%,-8%,13%
CCN(CC)S(=O)(=O)c1cc(C(=O)OC)ccc1Cl,-3%,-12%,-5%,5%,5%,-28%,0%,2%,-15%,0%,0%
O=C(NCCc1csc(-c2cccnc2)n1)c1ccc(Br)o1,-18%,0%,-3%,-5%,-3%,0%,-2%,-15%,13%,-9%,-4%
COC(=O)Nc1ccc(S(=O)(=O)N2CCC(C(=O)NC3CCCCC3)CC2)cc1,-26%,4%,-2%,-5%,-6%,3%,-2%,-1%,3%,-3%,4%
COC(=O)c1ccc(NC(=O)c2ccc(OC(C)=O)c(OC)c2)cc1,-8%,-6%,0%,?,?,?,11µM*,?,-5%,0%,1%
O=c1c2cc(Cl)ccc2nc(-c2ccc(Cl)c(Cl)c2)n1O,-4%,-12%,-56%,-4%,-4%,-57%,-3%,?,3%,4%,9%
Cc1ccc2nc(Cn3cc(C(F)(F)F)ccc3=O)cc(=O)n2c1,6%,16%,28%,-4%,-3%,17%,-2%,4%,-2%,8%,2%
Cc1cccc(NC(=O)c2ccc(OCC(=O)NCc3ccccc3)cc2)c1C,.,-11%,1%,7%,1%,7%,-2%,-5%,-1%,6%,-14%
CN1C(=O)/C(=C/c2ccccc2OCc2ccc(C(=O)O)cc2)NC1=S,2%,?,10%,-1%,-6%,-31%,-14%,2%,-21%,11%,-22%
CCOC(=O)/C(C#N)=C\c1cc(OC)c(OC)cc1[N+](=O)[O-],-1%,?,-12%,-10%,0%,0%,0%,-2%,3%,2%,-21%
COc1ccc(NC(=O)CSc2nc3c(c(=O)n2-c2ccccc2)SCC3)c(OC)c1,-9%,12%,-31%,1%,-1%,-21%,2%,4%,-11%,-2%,0%
Cc1ccc(NC(=O)CSc2n[nH]c(C)c2[N+](=O)[O-])cc1,-3%,.,-6%,-4%,-2%,-13%,?,1%,-6%,3%,2%
CN(c1ccccc1)S(=O)(=O)c1cccc(C(=O)NCc2ccccc2)c1,-25%,.,.,-5%,-2%,-19%,0%,-2%,.,-5%,.
O=C(Nc1ccc(OC(=O)c2cccs2)cc1)c1ccco1,-1%,1%,29%,10%,0%,19%,2.7µM*,?,15%,3%,73%[activator]
COc1cc(/C=N\Nc2ccc([N+](=O)[O-])cc2)ccc1OCC(=O)Nc1ccc(C)c(C)c1,11%,12%,?,-1%,2%,-40%,2%,15%,-26%,1%,3%
O=C(N/N=C/c1ccccc1C(=O)O)c1cccc(S(=O)(=O)Nc2cc(Cl)ccc2Cl)c1,2%,-2%,-5%,1%,1%,-9%,-17%,2%,3%,-5%,-24%
CSc1ccccc1-c1nnc(-c2ccc(Cl)cc2Cl)o1,2%,2%,?,3.2µM*,?,7.9µM*,2.1µM*,?,-10%,?,6%
Cc1ccc(/C(O)=C2/C(=O)C(=O)OC2c2ccc(Cl)cc2)cc1 (stereo not given),0%,27%,30%,-7%,0%,39%,-6%,2%,-3%,2%,?
COc1ccc(CNC(=O)c2ccc3c(=O)n4c(nc3c2)CCCCC4)cc1OC,-11%,.,.,-14%,-14%,-47%,-2%,0%,.,-4%,.
CNc1nnc(SCC(=O)c2cc(C)n(C3CC3)c2C)s1,5%,.,.,3.5µM*,?,?,.,?,.,?,.
Cc1c(NC(=O)C(C)c2ccc(CC(C)C)cc2)c(=O)n(-c2ccccc2)n1C (stereo not given),-6%,-5%,-10%,20%,-5%,-38%,0%,-5%,-1%,-8%,1%
CCOC(=O)C1CCN(CCC(=O)Nc2ccc(C)cc2)CC1,-4%,-5%,-4%,0%,0%,-37%,1%,-2%,-15%,2%,11%
C=CCOc1cccc(C2/C(=C(/O)c3ccccc3)C(=O)C(=O)N2CCN2CCOCC2)c1 (stereo not given),2%,8%,-11%,-1%,-3%,-12%,0%,0%,1%,4%,-3%
CCCn1c(COc2ccc(C(=O)O)cc2)nc2ccccc21,8%,-1%,-38%[1.91 µM],0%,-7%,-1%,-1%,-5%,13%,.,-4%
O=C(Nc1cccc(-n2cnnn2)c1)C1CCCN(Cc2cccc(C(F)(F)F)c2)C1 (stereo not given),4%,-6%,?,-14%,-3%,-36%,-2%,-7%,-27%,-5%,-4%
COc1ccc(CNC(=O)COC(=O)C2=COCCO2)cc1,1%,-3%,-1%,-1%,-2%,-2%,-1%,1%,16%,1%,22%
O=C(c1ccc(S(=O)(=O)N2CCCCC2)cc1)N1CCN=C1SCc1cccnc1,5%,-4%,5%,-5%,-1%,-4%,-1%,2%,6%,6%,9%
Cc1cccc(NC(=O)Cn2c(=O)oc3ccccc32)n1,1%,-4%,14%,19%,-1%,-29%,-3%,5%,16%,-2%,2%
Cc1cc(C)c2c(N)c(S(=O)(=O)c3ccccc3)sc2n1,-7%,240%[activator],1%,-2%,-5%,-18%,-2%,2%,?,4%,6%
Cc1cccc(NC2=NCC(=O)N2Cc2cccs2)c1,0%,-1%,-4%,1%,2%,-26%,-3%,1%,-3%,1%,-5%
NC(=O)CCCc1nc(-c2ccccc2Cl)no1,.,9%,-5%,.,6%,6%,?,2%,?,8%,-4%

Some of the compounds tested; the hit share may differ from the screen's.
